UHRF1 MBD2 ctr = UHRF1 methyl-DNA binding inhibition; Q96T88; UHRF1 binding to methylated oligo, TR-FRET; inhibition, % at 4.4 µM; 0.75% of 370,000 active; AID 687016; in the data active = inhibition above about 21%;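 note: UHRF1 SRA domain binding a hemimethylated CpG hairpin DNA probe; 0% = median of test compound wells and 100% = reference inhibitor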
proKLK7 act = proKLK7 (human) activation, primary screen | AID 652039 | 0.9% of 370,000 active | activation, % at 7 µM | P49862 | purified proKLK7, EDANS-DABCYL substrate fluorescence; 100% is mature enzyme control, 0% vehicle;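 active = activation above the mean of all tested compounds plus 3 SD, computed per campaign excluding outliers beyond control limits, cut at about 13% in these data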
PLC-gamma1 inh = inhibitors of human phospholipase C gamma1 | P19174 | purified PLC-gamma1, fluorogenic substrate, fluorescence | inhibition, % at 12.2 µM | 0.84% of 370,000 active | AID 720700; in the data active = inhibition above about 9.5%
ARFGAP1 inh = inhibitors of rat ARFGAP1; inhibition, % at 16.5 µM; Arfgap1-stimulated ARF1 GTP hydrolysis, GDP FP detection; 0.26% of 360,000 active; Q62848;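 active = inhibition above a per-plate limit, mean inhibition of low control wells plus 3 SD, cut at about 25% in these data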;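 note: 0% = DMSO wells with enzyme and 100% = wells lacking Arfgap1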
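material = rat Arfgap1 catalytic domain, aa 1-136 | also added = human ARF1(Δ1-17)-GTP substrate | compound dosing = one concentration, 16.5 µM, DMSO 1.26% | times = GTP hydrolysis reaction 2 h at 25 °C | measured by = FP, GDP Alexa 633 tracer displaced from anti-GDP antibody, 620/688 nm | evaluation = percent inhibition of Arfgap1-stimulated GTP hydrolysis | replication = single well per compound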
MBD2 inh = inhibitors of human MBD2 binding to methylated oligonucleotide; AID 686964; Q9UBB5; TR-FRET; inhibition, % at 4.4 µM; 0.31% of 370,000 active; in the data active = inhibition above about 13%
ADAM17 inh = ADAM17 inhibition, QFRET primary screen; P78536; recombinant ADAM17, EDANS/DABCYL FRET peptide cleavage; inhibition, % at 6.95 µM; 0.83% of 370,000 active; AID 720648;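 active = inhibition above the mean of compounds lying between control limits plus 3 SD, set per campaign, cut at about 8.5% in these data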;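 note: 0% = DMSO-only wells as the low control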
Target sequence (P78536 215-824 limits assumed): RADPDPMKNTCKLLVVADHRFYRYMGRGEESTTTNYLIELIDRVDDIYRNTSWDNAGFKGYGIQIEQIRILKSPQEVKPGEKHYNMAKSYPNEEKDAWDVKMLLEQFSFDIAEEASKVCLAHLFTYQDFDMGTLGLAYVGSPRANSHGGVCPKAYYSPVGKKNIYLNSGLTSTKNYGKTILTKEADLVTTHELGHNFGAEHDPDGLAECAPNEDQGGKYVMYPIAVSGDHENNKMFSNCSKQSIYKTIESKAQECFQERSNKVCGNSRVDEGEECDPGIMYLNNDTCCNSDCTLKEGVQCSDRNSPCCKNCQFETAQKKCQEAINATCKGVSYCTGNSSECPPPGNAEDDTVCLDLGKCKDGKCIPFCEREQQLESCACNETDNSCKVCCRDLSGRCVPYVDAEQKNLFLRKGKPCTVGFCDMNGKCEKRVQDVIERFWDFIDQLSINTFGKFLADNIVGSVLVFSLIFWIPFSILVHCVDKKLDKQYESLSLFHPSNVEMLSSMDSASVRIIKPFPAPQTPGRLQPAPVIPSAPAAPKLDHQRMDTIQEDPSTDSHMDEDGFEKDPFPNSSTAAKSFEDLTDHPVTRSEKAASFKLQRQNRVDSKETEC
DDE Tn7 FP inh = DD(E)-Tn7 binding inhibition, primary FP screen. P02675. FP displacement of FITC-Tn7 peptide from fibrin DD(E); 0% = median of compound wells per plate. 0.13% of 370,000 active. inhibition, % at 8.3 µM;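 active = inhibition above the mean of compounds falling within the control limits plus 3 SD of them, cut at about 14% in these data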;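 note: 0% = plate median of compound wells and 100% = 10 µM Aha-Tn7 peptide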
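Test system – human fibrin DD(E) · Times – 10 min preincubation, 3 h with tracer, room temperature · Detection – fluorescence polarization of the labelled Tn7 tracer · Measure – percent inhibition normalized to high-control wells · Benchmarks – high control wells with 10 µM unlabelled Aha-Tn7 peptide (full inhibition) · Repeats – singlicate testing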
Tn6 DDE FP = DD(E)-Tn6 binding inhibition, primary FP screen; P02675; Fibrin DD(E) TRITC-Tn6 fluorescence polarization displacement; inhibition, % at 8.3 µM; 0.21% of 370,000 active; AID 720509;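 active = inhibition above a per-campaign cutoff: mean of compounds within control limits plus 3 SD, cut at about 15% in these data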;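 note: 0% = median of all compound wells on the plate and 100% = blocking peptide control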
PLC-beta3 inh = blocks human PLC-beta3 enzyme activity; Purified PLC-beta3, fluorogenic substrate, fluorescence; inhibition, % at 12.2 µM; 0.18% of 370,000 active; in the data active = inhibition above about 11%;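 note: 0% = median of compound wells on plate and 100% = full blocker control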
ASAP1 GAP inh = blocks human ASAP1-stimulated Arf1 GTP hydrolysis | inhibition, % at 16.5 µM | GDP FP detection | 0.19% of 360,000 active | AID 624377 | Q9ULH1; in the data active = inhibition above about 25%;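 note: 0% = vehicle with enzyme and substrate and 100% = no enzyme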
Target sequence (Q9ULH1 325-724 limits assumed): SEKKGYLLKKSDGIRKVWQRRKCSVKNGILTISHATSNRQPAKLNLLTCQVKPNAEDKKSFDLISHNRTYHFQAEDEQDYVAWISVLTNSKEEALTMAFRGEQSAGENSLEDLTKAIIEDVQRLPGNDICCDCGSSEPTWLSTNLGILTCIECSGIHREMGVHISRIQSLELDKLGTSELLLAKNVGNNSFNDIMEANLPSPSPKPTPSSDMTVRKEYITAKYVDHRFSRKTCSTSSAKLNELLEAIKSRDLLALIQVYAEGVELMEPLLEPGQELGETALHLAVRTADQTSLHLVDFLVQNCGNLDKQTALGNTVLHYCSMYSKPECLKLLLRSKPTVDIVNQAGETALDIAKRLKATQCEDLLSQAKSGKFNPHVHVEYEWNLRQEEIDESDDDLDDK
Numbers without * were called inactive; i = inactive; x = no result given.

smiles	UHRF1 MBD2 ctr	proKLK7 act	PLC-gamma1 inh	ARFGAP1 inh	MBD2 inh	ADAM17 inh	DDE Tn7 FP inh	Tn6 DDE FP	PLC-beta3 inh	ASAP1 GAP inh
CC(SC(C)C(=O)NN=Cc1cccc(F)c1)C(=O)NN=Cc1cccc(F)c1 (configuration not stated)	2	-0.6	-3	-2	7	-8	-1	-2	1	-8
Cc1cc(C)cc(N(CCC(=O)O)S(=O)(=O)c2ccc(Cl)cc2)c1	1	-0.3	7	1	-2	2	4	-1	3	-2
Cc1ccc(S(=O)(=O)Oc2ccc(/C=N/NC(=O)c3cccnc3)cc2)cc1	0	-0.1	3	0	-5	1	-3	1	1	4
Cc1ccc(-c2nnc(SCC(=O)NC3CCCC3)n2N)cc1	2	0.2	12*	4	0	8	-10	-3	9	-4
Cc1noc2ncnc(Oc3ccc(C(C)(C)C)cc3)c12	1	0.3	-1	7	2	-4	4	-1	-9	-1
O=c1[nH]c(/C=C\c2cccc(Cl)c2)nc(O)c1[N+](=O)[O-]	5	-1.2	1	0	4	-2	1	-6	1	-5
C=CCn1c(Cc2cccs2)nnc1SCC(=O)Nc1ccc(C)cc1	1	0.2	-4	x	9	0	-2	-1	3	x
Cc1ccccc1Nc1nc(N)nc(COC(=O)CCC(=O)c2ccc(F)cc2)n1	0	0.2	-2	4	2	-5	6	-8	-8	6
O=C(NCCN1CCOCC1)C(=O)NCC1OCCN1S(=O)(=O)c1ccc(Cl)cc1 (configuration not stated)	0	-0.5	-2	-1	-2	0	4	-2	-5	-5
CN(CC(=O)NCCc1ccc(S(N)(=O)=O)cc1)CC(=O)Nc1ccccc1C(F)(F)F	0	0.1	-3	5	-3	-1	-2	-1	1	5
Cn1nc(C(=O)N2CCCC2)c2ccccc2c1=O	-3	0.3	2	4	-1	-5	10	3	2	0
C/C(=N/Nc1nc(-c2ccccc2F)nc2ccccc12)c1ccccc1O	-1	-4.0	-6	-9	1	-7	8	1	-14	2
CCCOc1ccc(CSC(CC(=O)O)C(=O)O)cc1 (configuration not stated)	5	-0.1	-4	-6	2	-13	-6	-6	-1	1
C=C1C(=O)O[C@H]2C[C@]3(C)C([C@@H](OC(=O)/C(C)=C/C)[C@H]12)[C@](C)(O)CC[C@H]3O (some centres not stated)	1	-0.5	4	0	-6	1	0	0	1	11
COc1c(C)cc(C(O)c2ncc(-c3ccc(C(F)(F)F)cc3)[nH]2)cc1C (configuration not stated)	0	0.6	-2	4	0	1	5	6	4	1
CCCC1(C(=O)OCC)NC(c2ccc(N(C)C)cc2)C2C(=O)N(c3ccc4c(c3)OCCO4)C(=O)C21 (configuration not stated)	3	0.4	1	-4	-5	-1	-6	-9	1	3
CCN(C(=O)CN1CCN(c2ccccc2O)CC1)c1c(N)n(Cc2ccccc2)c(=O)[nH]c1=O	-1	-0.5	7	12	3	0	-6	2	0	-2
O=C(c1ccc(Br)o1)N1N=C(c2ccc(Cl)cc2)CC1c1ccco1 (configuration not stated)	3	-12	-10	-5	-1	-2	6	2	-16	0
Cc1cccc(NC(=O)/C=C/c2cccs2)n1	2	0.1	2	17	-3	1	-2	4	0	9
Cc1ccc(S(=O)(=O)N(C)C[C@H]2OCc3cnnn3CCCC(=O)N([C@@H](C)CO)C[C@H]2C)cc1	1	0.8	5	6	-3	2	-6	-2	5	-7
COC(=O)/C=C/c1c(C)nc(NCc2ccccc2)nc1Cl	-3	29*	-36	-21	-5	-157	1	-4	-48	-1
Cc1ccc(C(=O)N[C@H](C(=O)OCC(=O)Nc2cccc(S(N)(=O)=O)c2)C(C)C)cc1	7	0.4	1	6	-5	-2	1	3	-7	-1
O=C(N[C@H](Cc1ccccc1)C(=O)NCCCc1ccccc1)[C@H]1O[C@@H](n2ccc(=O)[nH]c2=O)[C@H](O)[C@@H]1O	-2	0.3	-1	-1	1	-4	8	7	-1	4
O=C(N[C@H](Cc1ccccc1)C(=O)N1CCCN(Cc2ccccc2F)CC1)[C@H]1O[C@@H](n2ccc(=O)[nH]c2=O)[C@H](O)[C@@H]1O	0	0.1	4	5	-1	-3	-1	8	3	6
O=C(NCc1ccc(F)cc1F)Nc1cnccc1C(F)(F)F	1	-0.3	4	-9	-2	0	-5	0	-2	-5
CC(OC(=O)Cc1n[nH]c(=O)c2ccccc12)C(=O)Nc1ccc(S(N)(=O)=O)cc1 (configuration not stated)	-1	-0.3	4	-3	-4	-2	-2	1	-1	-7
O=C(NCC(c1ccccc1)c1ccccc1)[C@H](Cc1ccccc1)NC1(C(=O)NC2CCCCC2)CCCCCC1	4	x	0	x	-3	0	1	3	1	x
CC(=O)Nc1cccc(C(=O)Nc2cc(C(F)(F)F)ccc2-n2cncn2)c1	-1	0.0	4	8	2	2	4	1	0	4
C=CCSc1nc2ccccc2n1C(=O)/C=C/c1cc(OC)c(OC)c(OC)c1	-4	0.7	-3	2	-2	-6	7	-2	2	3
O=c1[nH]c(/C(=N\O)c2ccccc2)no1	3	0.7	0	4	-1	-2	6	1	0	-11
O=C(NCCCN1CCOCC1)C(=O)NCC1OCCCN1S(=O)(=O)c1cc(F)ccc1F (configuration not stated)	4	-0.2	-1	10	6	-8	3	1	-13	3
COc1cc(NC(=O)CSc2nc(C3CC3)nc3ccccc23)cc(OC)c1	2	-0.4	-1	21	6	-2	-2	-6	-8	19
O=C1C2Sc3[nH]c(=O)sc3C(c3ccccc3)C2C(=O)N1c1ccccc1 (configuration not stated)	-2	7.8	-7	-4	-2	-3	1	14	-9	1
O=C1Nc2ccccc2/C1=C\c1cccn1-c1ccc(OC(F)(F)F)cc1	0	0.2	-1	1	-5	3	-2	-4	-2	3
O=C(O)C1=C[C@@H](c2csc3ccccc23)C[C@@H](OCc2ccc(CO)cc2)O1	1	3.2	-48	6	-2	-6	-5	-9	-65	1
NC(=O)[C@H]1CC2(CC(c3cccc(NC(=O)COc4ccc(Cl)cc4)c3)=NO2)CN1C(=O)CC(c1ccccc1)c1ccccc1 (some centres not stated)	-3	0.1	1	5	0	18*	-6	-2	6	14
CC(OC(=O)c1ccccc1NCCO)C(=O)Nc1ccnn1C(C)C (configuration not stated)	3	33*	-492	-7	5	i	1	5	i	0
O=C(Nc1nnc(C2CC2)s1)c1ccc(Cl)c(S(=O)(=O)N2CCc3ccccc3C2)c1	0	-1.3	-8	0	5	0	-2	-6	-14	3
O=C(CSCc1cc(=O)n2nc(C3CC3)sc2n1)Nc1ccccc1Cl	1	-0.1	-4	3	2	-4	1	4	-13	0
Cc1onc(C(=O)NN)c1C(=O)N1CCN(C(c2ccccc2)c2ccccc2)CC1	-2	-0.2	-5	1	-8	0	3	8	-9	10

Compound profiles, as listed above. Screens in order: UHRF1 MBD2 ctr | proKLK7 act | PLC-gamma1 inh | ARFGAP1 inh | MBD2 inh | ADAM17 inh | DDE Tn7 FP inh | Tn6 DDE FP | PLC-beta3 inh | ASAP1 GAP inh
`COC(=O)/C=C/c1c(C)nc(NCc2ccccc2)nc1Cl` in the list: -3 | 29* | -36 | -21 | -5 | -157 | 1 | -4 | -48 | -1
`O=C(NCCCN1CCOCC1)C(=O)NCC1OCCCN1S(=O)(=O)c1cc(F)ccc1F` (configuration not stated) in the list: 4 | -0.2 | -1 | 10 | 6 | -8 | 3 | 1 | -13 | 3
`C=CCSc1nc2ccccc2n1C(=O)/C=C/c1cc(OC)c(OC)c(OC)c1` in the list: -4 | 0.7 | -3 | 2 | -2 | -6 | 7 | -2 | 2 | 3

Later entries
smiles	UHRF1 MBD2 ctr	proKLK7 act	PLC-gamma1 inh	ARFGAP1 inh	MBD2 inh	ADAM17 inh	DDE Tn7 FP inh	Tn6 DDE FP	PLC-beta3 inh	ASAP1 GAP inh
CCOC(=O)c1cc(OCC(=O)NC(C)C(C)C)cc(C(=O)OCC)c1 (configuration not stated)	11	0.0	2	8	-4	-2	-2	8	4	-4
CC(C)NC(=O)N(C)C[C@@H]1OCc2cn(nn2)CCCC(=O)N([C@@H](C)CO)C[C@H]1C	2	-0.7	0	7	-1	0	-5	-5	4	11
COc1cc(CCC(=O)Nc2ncc(C)s2)cc(OC)c1OC	-1	0.5	-1	-8	-2	-2	1	4	-7	-1
CC1CN(CC(=O)Nc2nc3ccccc3s2)CC(C)O1 (configuration not stated)	-1	-0.6	0	-8	-1	-1	2	6	-4	-2
O=C(c1nnc(Cc2ccc(Cl)cc2)o1)N1CCOCC1	1	0.1	0	3	-4	-2	-3	-3	5	2
CN(C)/C=C1/NC(=S)NC1=O	-2	-0.5	5	9	1	-1	10	-6	4	1
COc1ccc(C(=O)NNC(=O)CCn2nnc(-c3ccc(Cl)cc3)n2)cc1OC	-1	-0.4	-1	6	-4	1	-9	-4	3	-7
CCCN(Cc1cc2ccc(C)cc2[nH]c1=O)C(=O)c1cccnc1	2	0.0	-13	-8	-1	-12	2	3	-18	-12
CCc1cccc(OCCCCNCCCOC)c1	-2	0.2	-1	3	-3	-1	1	3	0	-1
O=C(NNS(=O)(=O)Cc1ccccc1)c1ccc([N+](=O)[O-])cc1	-3	-0.3	1	10	-3	1	-6	2	-6	-6
Cc1cc(NC(=O)CSc2ncnc3sccc23)no1	-1	-0.4	1	5	3	1	-1	-7	-2	11
CCn1c(C)c(C(C)=O)c(N2CCC(C(N)=O)CC2)nc1=S	6	0.0	3	-26	-3	-2	5	1	2	8
COC(=O)[C@]1(Cc2ccccc2)N[C@H](CN(C)C(=O)COc2ccccc2)[C@@H]2C(=O)N(Cc3ccccc3)C(=O)[C@@H]21	1	0.7	2	-5	-6	6	-2	5	2	0
CCCCNC(=O)CSc1nc2cc3c(cc2c(=O)n1CCCN(CC)CC)OCO3	3	0.7	3	-2	3	-8	-3	6	2	1
Cc1ccc(S(=O)(=O)Nc2ccccc2CNc2ncc(Br)cc2Br)cc1	3	0.9	-3	7	-3	-3	7	-4	0	1
COc1ccc2c(c1OC)c(=O)n1c3ccc(OC(C)C(=O)NCCN4CCOCC4)cc3c3ccnc2c31 (configuration not stated)	43*	-4.8	i	11	36*	-368	2	27*	i	6
Nc1ccccc1Sc1c[nH]c2ccccc12	-2	-0.2	-1	7	-4	2	-2	-4	-7	19
CCN1C(=O)C(CC(=O)Nc2ccc(F)cc2)N(CCc2ccc(OC)cc2)C1=S (configuration not stated)	-1	0.4	2	-6	-1	3	3	4	5	-1
CC1(C(=O)NC2CCCCCCC2)CCC(=O)N1CCN1CCOCC1 (configuration not stated)	-2	-0.6	-2	-2	2	-3	0	6	0	2
O=C(Nc1ccc(F)cc1)Nc1ccccc1NS(=O)(=O)c1cccs1	-2	-0.5	3	0	-6	2	0	1	2	10
Cc1ccc(C(CC(=O)O)NC(=O)c2ccc(S(=O)(=O)N3CCCC3)cc2)cc1 (configuration not stated)	6	-0.2	0	-10	8	-2	-1	-5	2	-5
O=c1nc2c(O)cccn2c2c1c(=O)[nH]c1ccccc12	43*	-0.7	-193	-6	23*	-71	-2	-2	-216	18

Compound activity (PubChem)
